Screening results (PubChem BioAssay)
B2AR arrestin: beta2AR (human) beta-arrestin recruitment activity; P07550; beta-arrestin recruitment to beta2AR, cell-based reporter; Potency, µM (titrated, usually from 46.1 µM), inactives show top-dose activation, usual class: activators; actives 0.02% (n = 330,000);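 note: potency is the fitted concentration of half-maximal effect; 0% = DMSO controls and full agonism = EC100 isoproterenol or metaproterenol; nearly all actives have a fitted effect of over 65% in size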
a7 integrin act: integrin-mediated muscular dystrophy alleviation activation; actives 0.064% (n = 350,000); Potency, µM (titrated, usually from 38.3 µM), without a hit: at the highest dose activation, most hits filed as activators; alpha7betagal myoblasts, beta-gal FDG fluorescence, 48 h;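 note: potency is the fitted concentration of half-maximal effect; 100% = response of the positive control SU9516; nearly all actives have a fitted effect of over 60% in size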
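alpha7betagal+/- myoblasts (passage 13, 250/well) treated 48 h at 37C with compounds at 1:260 dilution of DMSO stock. Lysed, then beta-galactosidase activity read as FDG fluorescence (ex 480/em 540) after 30 min, with pre-read for autofluorescence.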
Coupling enz: inhibits coupling enzyme system, counter-screen for aldolase hits; coupling enzyme system counterscreen, AmpLite Red fluorescence; activity change, negative = inhibition, % at 58.2 µM, hits read low; actives 0.67% (n = 290,000); AID 2472; in the data active = activity change below about -30%; note: % is set by controls: 0 for no effect and ±100 for the full control effect
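Compounds tested against the coupling enzymes alone at 57.5 uM final; readout was AmpLite Red fluorescence (525/598 nm) after 20 min at RT.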
S-ASM inh: inhibitors of human secretory acid sphingomyelinase | P17405 | actives 0.006% (n = 340,000) | placental ASM, HMU-PC fluorogenic substrate, 60 min | AID 504937 | Potency, µM (series often up to 57.5 µM), for inactives: at the highest dose activity change, negative = inhibition, hits mostly inhibitors; note: potency is the fitted concentration of half-maximal effect
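Steps: dispense placental human ASM, pin compound, wait 10 min at room temperature, add HMU-PC0 substrate at 9 uM final, incubate 60 min at 37 °C, add stop solution raising pH to 10, read fluorescence.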
PKM2 activator: increases activity of human pyruvate kinase M2 | Potency, µM (highest dose often 57.5 µM), inactives show top-dose activation, usual class: activators | purified PKM2, Kinase-Glo ATP luminescence, activation; response scale: 0% is enzyme alone, no compound | actives 0.34% (n = 260,000) | AID 1631; note: potency is the fitted concentration of half-maximal effect; % is set by controls: 0 for no effect and ±100 for the full control effect; nearly all actives have a fitted effect of over 55% in size
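ATP formation by purified human PK-M2, quantified via coupled luciferase luminescence after 1 h at room temperature with 0.1 mM ADP and 0.5 mM PEP final.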
Menin-MLL TR inh: displaces Texas Red mutant MLL peptide from human menin | O00255 | Menin + Texas Red MLL mutant peptide, fluorescence polarization | Potency, µM (top dose mostly 61.6 µM), for the others: top-dose FP activity change, negative = inhibition, actives largely listed as inhibitors | actives 0.23% (n = 270,000) | AID 1768; active = well fitted inhibition curve with a large enough effect in the polarisation, with a control signal flat, not every such curve was filed as active; inconclusive = small, poorly fitted or top-dose-only effect, or effect the other way, or a change in a side signal; inactive = no such curve, though single readings can be large or run the other way; the % refers to the polarisation; note: potency is the fitted concentration of half-maximal effect; % of control where 0% means no effect; many of its hits are not listed in these tables
Tb PFK inh: inhibitors of T. brucei phosphofructokinase | O15648 | T. brucei PFK, ADP-Glo luminescence | Potency, µM (highest dose often 57.5 µM), for inactives: at the highest dose activity, negative = inhibition, usual class: inhibitors | actives 0.17% (n = 330,000) | AID 485367;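 note: potency is the fitted concentration of half-maximal effect; 0% = uninhibited 1x PFK enzyme wells and -100% = no-enzyme wells; nearly all actives have a fitted effect of over 60% in size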
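Activity is normalized to no-enzyme wells (full inhibition) and 1.25 nM enzyme wells (no inhibition). Reaction: 0.5 mM F6P, 0.1 mM ATP, 45 min RT, ADP-Glo luminescence; concentration-response curves fitted and classed by quality.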
Giardia killer: kills Giardia lamblia; Giardia lamblia trophozoite viability; activity change, % at 7.66 µM, hits read low; actives 0.15% (n = 340,000); AID 540267; in the data active = activity change below about -80%; inconclusive = between about -30% and that limit;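 note: parasites exposed to compound for two days anaerobically before the ATP read; % is set by controls: 0 for no effect and ±100 for the full control effect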
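Giardia trophozoites, 100 cells per well, were exposed to compounds for 48 hrs at 37 deg C under anaerobic conditions; viability was then read as ATP content by bioluminescence after 15-30 min at room temperature.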
BCR signal inh: chronic active BCR signaling inhibition | AID 493014 | actives 0.05% (n = 340,000) | ABC-DLBCL IkBa-CBG/CBR reporter, luminescence ratio, 4 h | Potency, µM (titrated, usually from 46.1 µM), for the others: top-dose ratio change, negative = lower green/red ratio, usual class: inhibitors; active = well fitted inhibition curve with a large enough effect in the signal ratio, with a control signal flat, not every such curve was filed as active; inconclusive = small, poorly fitted or top-dose-only effect, or effect the other way, or a change in a side signal; the % refers to the signal ratio;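 note: potency is the fitted concentration of half-maximal effect; plate controls were basal doxycycline-induced cells for no effect and cells given 10 µM MG132 for full effect; MG132 reads +100%, hits lower the ratio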
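Concentration-response series (up to 46 uM) were applied to TMD8 dual-reporter cells for 4 h at 37C with doxycycline. Green/red ratio, after filter-overlap correction, defined %Activity; red signal alone was normalised to basal cells and zero luminescence.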
PTAP TSG101 blk: blocks PTAP/TSG101 interaction to inhibit HIV-1 budding; Q99816; Fluorescence polarization, FITC-PTAP peptide / Tsg101 binding; Potency, µM (top dose mostly 115 µM), for inactives: top-dose activity change, negative = inhibition, actives largely listed as inhibitors; 340,000 tested, under 10 active; AID 493005; active = well fitted inhibition curve with a large enough effect in the main read-out, with a control signal flat, not every such curve was filed as active; inconclusive = small, poorly fitted or top-dose-only effect, or effect the other way, or a change in a side signal; inactive = no such curve, though single readings can be large or run the other way; note: potency is the fitted concentration of half-maximal effect; % of control where 0% means no effect
Target sequence (Q99816 whole entry, looked up): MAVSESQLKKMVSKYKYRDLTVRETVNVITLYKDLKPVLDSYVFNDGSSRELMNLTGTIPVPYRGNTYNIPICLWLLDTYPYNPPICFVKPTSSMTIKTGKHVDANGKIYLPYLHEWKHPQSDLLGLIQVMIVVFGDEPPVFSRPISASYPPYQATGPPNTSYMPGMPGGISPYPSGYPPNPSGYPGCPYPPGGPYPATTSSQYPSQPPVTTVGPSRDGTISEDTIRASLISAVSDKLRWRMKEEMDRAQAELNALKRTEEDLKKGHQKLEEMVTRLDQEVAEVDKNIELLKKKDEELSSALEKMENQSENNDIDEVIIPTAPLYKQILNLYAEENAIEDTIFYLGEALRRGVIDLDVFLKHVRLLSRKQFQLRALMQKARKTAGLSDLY
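FP read-out: FITC-PTAP peptide, 50 nM final, binding Tsg101 binding domain, 10 uM final; 20 min, r.t.; 10 mM HEPES pH 7.5, 0.15 M NaCl, 0.01% Tween 20, 3 mM EDTA, 0.1 mM TCEP.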
GALK inh: blocks human galactokinase activity; actives 0.007% (n = 270,000); P51570; Potency, µM (highest dose often 57.5 µM), for inactives: at the highest dose activity change, negative = inhibition, most hits filed as inhibitors; AID 1868; Purified GALK, Kinase-Glo residual ATP luminescence; note: potency is the fitted concentration of half-maximal effect; % is set by controls: 0 for no effect and ±100 for the full control effect
Target sequence (P51570 whole entry, looked up): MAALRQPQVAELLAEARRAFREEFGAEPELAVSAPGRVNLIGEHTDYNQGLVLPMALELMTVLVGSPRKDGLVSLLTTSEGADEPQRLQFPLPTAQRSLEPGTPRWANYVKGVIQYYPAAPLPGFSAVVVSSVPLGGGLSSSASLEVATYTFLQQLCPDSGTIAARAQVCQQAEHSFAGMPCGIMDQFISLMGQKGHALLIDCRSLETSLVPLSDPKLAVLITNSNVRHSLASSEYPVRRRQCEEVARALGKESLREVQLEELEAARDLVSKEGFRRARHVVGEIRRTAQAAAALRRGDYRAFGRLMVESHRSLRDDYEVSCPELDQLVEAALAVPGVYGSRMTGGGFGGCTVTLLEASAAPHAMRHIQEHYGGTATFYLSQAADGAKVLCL
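5 nM enzyme, 35 uM ATP, 100 uM galactose, 20 mM HEPES pH8.0, 5 mM MgCl2; 1 h RT; residual ATP by Kinase-Glo Plus luminescence, qHTS format.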
Starred values were filed as active, the others as inactive; ? = inconclusive; nt = no result given; [ ] = remark or other dose. Unless noted, calls come from the whole dose curve; as a rule, active = well fitted curve in the direction sought with a large enough effect; inconclusive = small, poorly fitted or top-dose-only effect, or another doubt; inactive = no such curve, though single readings can be large; an effect the other way counts as inactive or inconclusive.

SMILES	B2AR arrestin	a7 integrin act	Coupling enz	S-ASM inh	PKM2 activator	Menin-MLL TR inh	Tb PFK inh	Giardia killer	BCR signal inh	PTAP TSG101 blk	GALK inh
O=C(CCCCCn1c(=O)[nH]c2ccsc2c1=O)N1CCCCC1	-0.4%	-6%	2	3%	9%	-3%	1%	-2	-3%	-3%	0%
O=C(COC(=O)c1ccc(Br)o1)Nc1ccc(F)cc1[N+](=O)[O-]	-0.1%	3%	nt	0%	nt	nt	0%	9	1%	-5%	nt
COc1ccc(OC)cc1	0.0%	-12%	nt	5%	nt	nt	3%	-18	5%	-4%	nt
COc1cc(S(=O)(=O)Nc2cccc(C)c2)ccc1NC(=O)c1ccncc1	-0.1%	-20%	9	-2%	?	10%	1%	-11	-8%	0%	-4%
CCN(CC)CCNC(=O)CCc1c(C)nc2c(c(C)nn2-c2ccc(C)cc2)c1C	-1.0%	-71%[inhibitor]	-2	-1%	nt	-9%	-12%	-5	-7%	-1%	3%
N#Cc1c(N2CCCC2)nsc1-c1ccccc1	-0.5%	-1%	5	12%	nt	42%[activator]	1%	2	-1%	-8%	nt
O=C(COC(=O)/C=C/c1cccc([N+](=O)[O-])c1)Nc1cccnc1Cl	2.7%	-41%[inhibitor]	nt	1%	nt	nt	1%	18	2%	0%	nt
O=C(Nc1nnc(C2=COCCO2)o1)c1ccc(Br)cc1	1.1%	nt	nt	nt	1%	nt	4%	nt	?	nt	6%
O=C(CN1CCCCCC1)N/N=C/c1ccc(Cl)c(Cl)c1	0.3%	8%	2	3%	-1%	-17%	-6%	14	?	1%	-3%
CCn1ncc(NC(=O)Nc2cccc(C(F)(F)F)c2)c1C(N)=O	nt	-4%	1	0%	-5%	32%[activator]	nt	-6	nt	-4%	-5%
CCn1c(O)c(/C=C2\C=NN=C2c2ccc(C)cc2)sc1=S	-1.0%	1%	1	-1%	-8%	-8%	-1%	-2	1%	-2%	2%
COc1ccc(-c2csc3nc(C)nc(N4CCC(C)CC4)c23)cc1OC	0.0%	3%	1	-1%	3%	-22%	-4%	-2	?	0%	3%
CC(C(=O)N1CCOCC1)c1ccccc1 (centres undefined)	-1.0%	-5%	nt	-5%	nt	nt	2%	?	3%	nt	nt
O=C(NCc1cccnc1)c1cc2ccccc2oc1=O	-0.9%	23%	3	4%	-1%	-2%	6%	0	-8%	-11%	3%
Cc1ccc(SCCC(=O)OCC(=O)Nc2ncc(Cl)cc2Cl)cc1	0.3%	-18%[7.66 µM]	1	3%	-2%	-6%	-4%	1	-3%	1%	1%
Cc1cc(C)c(NC(=O)C2c3ccccc3Oc3ccccc32)c(C)c1	0.1%	0%	0	nt	-16%	17%	-4%	-6	6%	47%[activator]	0%
O=C(CSc1nc2[nH]c(=O)cc(O)c2s1)Nc1ccc(Br)cc1	-0.4%	14%	nt	-12%	nt	nt	1%	5	-7%	-6%	nt
Cc1ccc2[nH]cc(C(=O)CN3CCN(c4ccccc4F)CC3)c2c1	-0.4%	-11%	0	-2%	-1%	30%	3%	14	1%	0%	0%
c1ccc2sc(Sc3ncnc4sccc34)nc2c1	-1.9%	-60%[inhibitor]	1	-2%	-6%	7%	-2%	7	?	-5%	1%
COc1ccc(CCNC(=O)c2cc(CC(C)C)on2)cc1OC	-0.6%	-6%	-3	0%	-11%	-3%[11.7 µM]	0%	?	-7%	4%	2%
COc1ccc(N(CC(=O)Nc2cc(C)ccc2C)S(=O)(=O)c2ccccc2[N+](=O)[O-])c(OC)c1	-0.1%	15%	-4	1%	-5%	3%	-6%	-6	2%	1%	4%
COc1cc(OC)cc(C(=O)NC(c2ccccc2)c2ccccc2)c1	-0.6%	0%	2	-1%	-6%	-2%	2%	-21	-1%	-7%	6%
COc1ccccc1N=c1scc(-c2ccc3c(c2)NC(=O)CO3)n1CC1CCCO1 (centres undefined)	-0.8%	16%	0	1%	4%	-2%	1%	22	?	-8%	-2%
O=C(NCCc1ccccc1F)C1CCC(=O)N(Cc2ccccc2F)C1 (centres undefined)	-0.2%	8%	nt	-1%	nt	nt	25%	-29	-6%	-5%	-4%
CSc1nnc(-c2ccc([N+](=O)[O-])cc2)o1	0.2%	-15%	2	5%	-1%	-1%	1%	10	?	-2%	-1%
COCCCNC(=S)Nc1c(C)cc(C)cc1C	-0.5%	5%	0	5%	-8%	nt	0%	-10	-1%	-5%	-2%
O=C(COc1c(F)c(F)cc(F)c1F)NC(=O)NC1CCCC1	0.1%	-1%	-1	1%	3%	0%	-1%	-26	0%	-9%	11%
Cc1ccccc1C(=O)Nc1cc(C(F)(F)F)ccc1-n1cncn1	0.2%	0%	nt	-2%	nt	nt	-4%	12	0%	1%	nt
COc1ccc(S(=O)(=O)N2CCCCCC2)cc1C(=O)N(CC(C)C)C1CCS(=O)(=O)C1 (centres undefined)	0.0%	7%	nt	-2%	nt	nt	0%	-12	-9%	-8%	nt
CC(Sc1cnc2ccccc2n1)C(=O)O (centres undefined)	0.1%	-32%	6	1%	0%	9%	1%	-4	2%	-4%	-1%
Cc1ccc(S(=O)(=O)NCC(=O)N(CC(=O)NCC2CCCO2)Cc2ccco2)cc1 (centres undefined)	0.3%	19%	4	-2%	-8%	?	-20%	-12	18%	-4%	2%
O=C(CN1CCCc2ccccc21)NCCc1ccc(F)cc1	0.0%	?	4	0%	9%	-3%	-1%	0	16%	-7%	1%
Cc1ccc(N(C(=O)CNC(=O)c2ccco2)C(C(=O)NC2CCCCC2)c2ccncc2)cc1F (centres undefined)	-0.2%	12%	-2	1%	-8%	-10%	1%	-3	4%	1%	-3%
COCC(C)n1c(SCC(=O)Nc2sccc2C(N)=O)nc2ccccc2c1=O (centres undefined)	0.1%	-11%	nt	0%	nt	nt	11%	16	?	-2%	nt
NC(=O)C1=C[C@H](c2coc3ccccc3c2=O)C[C@H](OCCCCO)O1	-0.6%	19%	0	33%[activator]	3%	-1%	3%	4	-1%	-5%	2%
O=C1c2ccccc2C(=O)N1Nc1ccccc1	-0.3%	-5%	-3	2%	-3%	nt	-7%	6	-16%	0%	-1%
COC(=O)C1CCN(C(=O)CSc2ccccc2)CC1	-2.6%	16%	0	2%	1%	-8%	-2%	9	4%	1%	-1%
O=C(N/N=C/c1ccc(Sc2ccccn2)o1)c1cc2ccccc2cc1O	-0.2%	4%	5	?	6%	?	-22%	12	?	0%	0%
COc1ccc(CCNC(=O)COC(=O)c2ccco2)cc1OC	0.3%	-14%	0	0%	-6%	3%	2%	9	0%	-4%	6%
COc1ccc(NC(=O)CCc2ccccc2)cc1NC(=O)c1ccco1	-0.1%	29%	0	-4%	-4%	7%	-4%	-1	16%	nt	0%
CNS(=O)(=O)c1cccc(C(=O)OCC(=O)NC(C)CCc2ccccc2)c1 (centres undefined)	0.1%	3%	1	-1%	nt	3%	-4%	1	?	-3%	-5%
Cc1cccc(NC(=O)C(=O)N/N=C/c2ccncc2)c1	-0.2%	-13%	2	2%	-3%	-1%	2%	8	?	0%	2%
COc1ccc(NC(=O)Nc2cc(C(=O)O)ccc2N2CC3CC(C2)c2cccc(=O)n2C3)c(OC)c1 (centres undefined)	0.4%	-2%	-4	4%	-1%	-20%	-2%	6	-10%	-4%	-1%
Cc1cc(C(=O)N/N=C2\CC(=O)c3ccccc32)c(C)n1-c1ccccc1	0.9%	1%	-9	-3%	-2%	-12%	3%	7	?	0%	2%
CCOc1nc(Nc2ccc([N+](=O)[O-])cc2)nc(NC(C)(C)C)n1	-0.8%	2%	-5	0%	-14%	20%	0%	-20	21%	0%	0%
Cc1nn(C)c(C)c1CN(C)S(=O)(=O)c1ccc2ccccc2c1	-0.5%	-57%[inhibitor]	0	-3%	1%	-4%	-3%	-7	-18%	1%	-1%
Cc1c(/C=N\NC(=O)C2(C)CC2(Cl)Cl)cnn1C (centres undefined)	0.1%	20%	1	4%	-2%	-8%	-1%	33[activator]	-1%	2%	1%
CCc1ccc(NC(=O)N(Cc2ccco2)C(C)c2cccs2)cc1 (centres undefined)	-0.4%	11%[7.66 µM]	3	-7%	2%	2%	2%	18	6%	-3%	-1%

The list is partial. The share of hits here may be higher or lower than overall.
